Assay outcomes as filed in PubChem.
APOBEC3G inh: APOBEC3G (human) deaminase inhibition; Q9HC16; recombinant A3G, ssDNA deamination FAM/TAMRA fluorescence; inhibition, % at 20 µM; actives 0.28% (n = 330,000); AID 493012;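 active = inhibition of at least 40% at 20 µM, with no more than 30% in the related APOBEC3A deaminase screen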;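 note: plate controls were DMSO wells with A3G for no effect and wells lacking A3G enzyme for full effect; some compounds called inactive have numbers as strong as hits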
Target sequence (Q9HC16 whole entry, looked up): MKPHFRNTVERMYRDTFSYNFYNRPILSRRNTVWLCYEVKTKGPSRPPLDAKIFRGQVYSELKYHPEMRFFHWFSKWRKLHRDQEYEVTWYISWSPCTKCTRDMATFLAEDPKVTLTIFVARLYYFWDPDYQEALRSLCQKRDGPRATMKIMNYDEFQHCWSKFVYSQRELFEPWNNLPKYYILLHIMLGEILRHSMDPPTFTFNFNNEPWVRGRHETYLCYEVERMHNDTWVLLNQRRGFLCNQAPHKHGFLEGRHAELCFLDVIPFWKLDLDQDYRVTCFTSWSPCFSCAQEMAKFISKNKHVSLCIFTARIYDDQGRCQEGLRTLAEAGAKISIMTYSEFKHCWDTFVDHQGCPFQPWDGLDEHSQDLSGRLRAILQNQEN
mIAP inh: mouse IAP inhibition. actives 0.2% (n = 330,000). inhibition, % at 10 µM. purified mouse IAP, CDP-Star luminescence, 30 min. AID 2806;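 active = inhibition of at least 40% at 10 µM in the primary screen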;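 note: plate controls were DMSO with enzyme for no effect and no enzyme wells for full effect; values of inactives mirror those of a sister screen read the other way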
NALP3 yeast inh: inhibitors of NALP3 inflammasome in yeast; Yeast reconstituted NLRP3/ASC/caspase-1, beta-gal luminescence, 24 h; inhibition, % at 10 µM; actives 0.39% (n = 330,000); AID 2825;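 active = inhibition of 50% or more; inactive = inhibition below 50%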;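 note: plate controls were induced DMSO wells for no effect and uninduced yeast grown without galactose for full effect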
tim10-1 inh: inhibits growth of tim10-1 mutant yeast; S. cerevisiae tim10-1 ts strain growth, BacTiter-Glo, 24 h; actives 2.2% (n = 330,000); AID 463190; inhibition, % at 20 µM;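 active = inhibition of at least 40%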;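 note: mutant grown at 25 °C; 0% = DMSO wells with yeast and 100% = wells holding no yeast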
A3A deaminase: inhibitors of human APOBEC3A DNA deaminase; P31941; recombinant A3A, FAM/TAMRA ssDNA deamination fluorescence; inhibition, % at 20 µM; actives 0.41% (n = 330,000);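 active = at least 40% inhibition at 20 µM here, with at most 30% in a related deaminase screen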;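 note: plate controls were A3A with DMSO for no effect and wells lacking A3A enzyme for full effect; some results filed as inactive read as strong as hits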
TIM10 inh: TIM10 yeast growth inhibition; S. cerevisiae TIM10 strain growth, BacTiter-Glo luminescence, 24 h; inhibition, % at 10 µM; actives 1.4% (n = 330,000); AID 463195;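 active = inhibition of 40% or more at the single tested concentration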;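 note: wild-type TIM10 isogenic control strain grown at permissive 25 °C; 0% = DMSO yeast wells and 100% = minimal medium wells without yeast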
hIAP inh: blocks human intestinal alkaline phosphatase; P09923; purified IAP, CDP-Star luminescence, 30 min; inhibition, % at 10 µM; actives 0.12% (n = 330,000);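 active = inhibition reaching a set limit with compound at 10 µM in the primary screen, cut at about 35% in these data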;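 note: plate controls were DMSO wells with enzyme for no effect and no-enzyme buffer wells for full effect; values of inactives mirror those of a sister screen read the other way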
Target sequence (P09923 whole entry, looked up): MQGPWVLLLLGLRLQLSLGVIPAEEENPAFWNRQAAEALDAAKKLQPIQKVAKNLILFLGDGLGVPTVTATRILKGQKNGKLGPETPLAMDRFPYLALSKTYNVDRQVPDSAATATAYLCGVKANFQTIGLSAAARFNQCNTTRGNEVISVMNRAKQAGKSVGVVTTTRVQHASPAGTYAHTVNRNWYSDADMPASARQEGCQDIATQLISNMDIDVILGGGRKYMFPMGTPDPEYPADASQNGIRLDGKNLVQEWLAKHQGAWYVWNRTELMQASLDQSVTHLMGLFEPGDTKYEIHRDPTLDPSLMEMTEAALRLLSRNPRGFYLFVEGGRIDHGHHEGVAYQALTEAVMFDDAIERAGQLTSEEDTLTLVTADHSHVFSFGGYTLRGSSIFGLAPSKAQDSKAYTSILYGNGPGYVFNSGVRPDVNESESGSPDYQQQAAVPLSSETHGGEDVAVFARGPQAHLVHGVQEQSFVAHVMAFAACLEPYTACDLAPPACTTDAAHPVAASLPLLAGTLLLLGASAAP
mIAP activ: increases mouse intestinal alkaline phosphatase activity | muIAP, CDP-Star luminescence, 30 min; stronger effect = higher value; 1 = vehicle-only enzyme signal, 0 = enzyme-free wells | activation factor at 10 µM | actives 0.24% (n = 330,000) | AID 2805;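 active = activation factor of at least 2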; note: the source names both 10 and 20 µM as test concentration; values of inactives mirror those of a sister screen read the other way
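System: Mouse IAP enzyme | Also added: CDP-Star substrate | Dosing: Compounds dispensed in DMSO | Schedule: 30 min enzyme-substrate-compound incubation at room temperature | Technique: Chemiluminescence readout | Control set: DMSO-only wells and no-enzyme negative control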
beta cell repl: induces beta-cell replication in MIN6 cells; proliferation, % at 10 µM; MIN6 cells proliferation, ATPlite luminescence, 48 h; cells starved in 0.2% serum; 100% = growth in 10% serum; actives 0.29% (n = 330,000);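 active = compounds whose signal lies at least 3.5 SD above the mean of all wells on their plate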;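 note: 0% = DMSO-treated cells in low-serum medium and 100% = 10% serum control; some compounds called inactive have numbers as strong as hits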
Numbers without * were called inactive.

Each structure is followed by: APOBEC3G inh	mIAP inh	NALP3 yeast inh	tim10-1 inh	A3A deaminase	TIM10 inh	hIAP inh	mIAP activ	beta cell repl
1) O=C(COC(=O)c1n[nH]c2ccccc12)NCCc1ccccc1
    -8	-2	15	-12	-1	-23	-2	1	-3
2) COc1ccccc1NC(=S)NNC(=O)c1ccc(Cl)cc1Cl
    -4	14	15	36	-5	32	-13	0.86	-2
3) COc1ccc(F)cc1CN1CCN(CC(=O)N2CCc3ccccc32)CC1
    -9	7	20	-2	-5	2	5	0.93	-1
4) CN(CC(=O)Nc1ccc(Cl)c(S(=O)(=O)N2CCOCC2)c1)C(=O)c1cccs1
    1	15	18	-11	1	0	-3	0.85	-2
5) COc1ccc(S(=O)(=O)N2CCOCC2)cc1NS(=O)(=O)/C=C/c1ccccc1
    -2	1	8	-20	0	-19	-4	0.99	-3
6) Cc1cccc(C(=O)NC(=S)NCc2ccccc2)c1
    -11	9	13	8	-8	8	4	0.91	-4
7) COc1ccc(NC(=O)CNC(=O)Cn2cnc3sc(C)c(C)c3c2=O)cc1OC
    -6	1	-3	17	-4	-4	-19	0.99	-2
8) CCCC(=O)NC(=S)Nc1ccc(Cl)cn1
    -3	8	20	45*	-2	39	-1	0.92	1
9) Cn1c(C(=O)OCC(=O)NCC2CCCO2)cc2sccc21 (stereo not given)
    -2	-10	4	-6	-2	-11	-3	1.1	0
10) CCOc1ccc(NC(=O)CSc2nncc(=O)[nH]2)cc1
    -6	-3	5	12	2	-8	2	1	2
11) Cc1ccc(S(=O)(=O)NC(=S)c2ccccc2)cc1
    -4	-1	8	-5	-5	-14	1	1	-3
12) O=C(CSc1ccc2ccccc2c1)Nn1cnnc1
    3	0	11	14	-4	9	-15	1	-3
13) COC(=O)c1cccc(NC(=O)CSc2nnc(C)o2)c1
    -9	7	2	-28	-3	8	-18	0.93	0
14) c1ccc(-c2noc(CSc3nc4ccccc4o3)n2)cc1
    -2	-2	33	22	0	14	23	1	2
15) Cc1ccc(C)c(NC(=O)CN(C)C(=O)c2cccc(N3C(=O)CCC3=O)c2)c1
    1	2	15	6	28	-1	-16	0.98	1
16) Cc1ccccc1CC(=O)Nc1ccc2c(c1)CCC2
    -5	5	22	-1	-9	-16	10	0.95	1
17) Cc1cccc(S(=O)(=O)Nc2nc3ccccc3nc2OC(C)C)c1
    -2	3	18	28	-6	39	12	0.97	1
18) CCOC(=O)c1ccc(N2C(=O)CC(SCC(=O)Nc3ccc(S(N)(=O)=O)cc3)C2=O)cc1 (stereo not given)
    -2	28	23	51*	0	41*	-17	0.72	2
19) Cc1ccc(S(=O)(=O)NC(C)(C)CSc2nncn2N)cc1
    -5	-17	-4	-2	-1	-8	6	1.2	0
20) CC(C)C(NC(=O)C12CC3CC(CC(C3)C1)C2)C(=O)N/N=C/C1=C(N2CCOCC2)C(=C\c2cccc([N+](=O)[O-])c2)/CC1 (stereo not given)
    -6	-1	4	16	-1	-14	17	1	0

Arranged by heavy-atom count (largest number first): 3 of the compounds above
Each structure is followed by: APOBEC3G inh	mIAP inh	NALP3 yeast inh	tim10-1 inh	A3A deaminase	TIM10 inh	hIAP inh	mIAP activ	beta cell repl
3) COc1ccc(F)cc1CN1CCN(CC(=O)N2CCc3ccccc32)CC1
    -9	7	20	-2	-5	2	5	0.93	-1
17) Cc1cccc(S(=O)(=O)Nc2nc3ccccc3nc2OC(C)C)c1
    -2	3	18	28	-6	39	12	0.97	1
13) COC(=O)c1cccc(NC(=O)CSc2nnc(C)o2)c1
    -9	7	2	-28	-3	8	-18	0.93	0

Additional records follow:
Each structure is followed by: APOBEC3G inh	mIAP inh	NALP3 yeast inh	tim10-1 inh	A3A deaminase	TIM10 inh	hIAP inh	mIAP activ	beta cell repl
21) Cc1cc(OCC(=O)NCCCn2ccnc2)c2c(C)c(C)c(=O)oc2c1
    -5	2	11	2	-6	-8	-32	0.98	-1
22) CC(=O)c1cccc(NCC(=O)c2ccc(C)c([N+](=O)[O-])c2)c1
    -7	9	10	-1	-3	10	2	0.91	-2
23) COc1cccc(C(=O)CSc2nc3ccccc3n2CC(=O)N2CCOCC2)c1
    -5	1	16	20	-1	-1	9	0.99	-1
24) O=C(Cc1ccc(S(=O)(=O)N2CCOCC2)s1)NCC(=O)Nc1ccccc1Br
    1	-1	10	13	6	2	9	1	2
25) O=S1(=O)CCC(NS(=O)(=O)c2ccc3ccccc3c2)C1 (stereo not given)
    -11	-1	21	-4	-3	4	-8	1	0
26) Cc1cc(C)cc(OCc2nnc(SCC(=O)N3CCN(c4ccccc4)CC3)o2)c1
    -9	8	11	29	-6	22	9	0.92	-2
27) O=C1C=C(NC2CCCCC2)CCC1
    4	-3	9	-3	0	-1	9	1	0
28) O=C(N1CCOCC1)N1c2ccccc2CC(N2CCOCC2)c2ccccc21 (stereo not given)
    -3	2	5	10	-2	14	-6	0.98	3
29) Cn1c2ccccc2c2nnc(SCC(=O)Nc3cccc(O)c3)nc21
    -5	-4	17	-16	-4	-6	-1	1	-5
30) O=C1N=C(N2CCOCC2)S/C1=C\c1cccnc1
    -2	-7	-10	-11	-1	-11	-18	1.1	-1
31) CCOC(=O)C[C@H]1c2cc(F)ccc2S(=O)(=O)N1C(C)(C)C
    -12	-8	15	24	-9	9	-2	1.1	0
32) COc1cc(C(C(=O)NCc2ccccc2)N(Cc2ccco2)C(=O)c2cnccn2)cc(OC)c1OC (stereo not given)
    -11	-19	8	6	-3	-10	-4	1.2	0
33) CC(C)c1ccccc1N=C1SCCCN1C(=O)c1cccc(N2C(=O)CCC2=O)c1
    2	-2	3	23	0	11	0	1	-6
34) Cc1ccnc(NC(=O)Cc2ccc(-c3ccccc3)cc2)c1
    -11	5	-20	32	-3	18	10	0.95	-7
35) Cc1cc(NCCN2CCOCC2)n2ncc(-c3ccccc3)c2n1
    2	2	22	19	0	3	9	0.98	0
36) O=C(c1ccc(Cl)c(Cl)c1)c1cc(-c2ccccn2)c(N2CCOCC2)s1
    -3	10	12	26	-1	19	0	0.9	-6
37) Cc1cc(C)n(CC(O)Cn2c3ccc(Br)cc3c3cc(Br)ccc32)c(=O)n1 (stereo not given)
    -11	4	7	56*	-5	23	13	0.96	-5
38) COc1ccccc1-c1nnc(SCC(=O)NC2CCS(=O)(=O)C2)n1CCc1ccccc1 (stereo not given)
    -2	-3	-6	8	-1	3	6	1	-1
39) Cc1ccccc1CSc1nnc(-c2cnccn2)n1C
    -3	1	12	9	-3	-8	3	0.99	0
40) CCn1nnnc1NCc1ccc(N2CCCC2)cc1
    -4	5	1	-11	2	-23	2	0.95	-2
41) COc1cccc(NC(=S)NNC(=O)Cn2nc(C(F)F)cc2C(F)F)c1
    -7	2	17	11	-2	3	-64	0.97	0
42) C=CCc1cccc(Cl)c1OCCON1C(=O)CCC1=O
    -4	2	6	10	-3	6	-15	0.98	-1
43) CCOC(=O)c1ccccc1NC(=O)CCNC(=O)Cn1cnc2ccccc2c1=O
    2	4	1	19	2	8	-13	0.96	-1
44) O=C(CS(=O)Cc1ccccc1Cl)Nc1ccccc1Cl (stereo not given)
    16	-2	22	22	-2	13	5	1	-2
45) O=C(Nc1cc([N+](=O)[O-])ccc1O)NC1CCS(=O)(=O)C1 (stereo not given)
    -3	-2	20	13	-7	8	-1	1	-2
46) CCC(C)NC(=O)C(Sc1ccccc1)c1ccccc1 (stereo not given)
    -8	2	4	29	-4	30	-19	0.98	-1
47) O=C(O)c1ccc(Cl)c(S(=O)(=O)NCc2cccnc2)c1
    -4	0	8	1	2	-2	-8	1	-4
48) N#Cc1nc(-c2ccco2)oc1NCc1ccccc1Cl
    -3	-22	16	19	-4	-16	-14	1.2	4.6*
49) CC(C)(C)C1=C[C@@H](CO)C[C@@H](CO)C1
    1	0	3	-4	0	-1	1	1	-2
50) O=C(CC1C(=O)CCCC1=O)c1ccccc1
    -1	0	-2	29	0	9	0	1	3
51) Cc1nn(-c2ccccc2)c(Cl)c1/C=N/NC(=O)c1ccc(NS(=O)(=O)c2cccs2)cc1
    -3	4	21	18	0	3	-23	0.96	-5
52) O=C(CN1CCN(c2ccc([N+](=O)[O-])cc2Cl)CC1)N1CCOCC1
    -6	-4	9	-4	-2	13	0	1	1
53) O=C1CSC(c2ccc(Cl)cc2Cl)N1c1ccccn1 (stereo not given)
    -3	15	-7	29	0	7	-8	0.85	-1
54) CNC(=O)[C@H]1O[C@@H](n2cnc3c(NCc4cccc(I)c4)nc(Cl)nc32)[C@H](O)[C@@H]1O
    -6	-1	18	16	-3	12	-2	1	-6
55) CN1CCN(c2nc3c(c(=O)n(C)c(=O)n3C)n2Cc2cccc3ccccc23)CC1
    -4	10	17	28	0	19	6	0.9	-6
56) COC(=O)[C@@H](Cc1c[nH]c2ccccc12)NC(=O)c1ccc2c(c1)OCO2
    -2	-2	9	11	-1	3	14	1	-3
57) COc1ccc(/C=N/NC(=O)c2ccncc2)cc1CN1CCOCC1
    -6	8	18	-11	-1	3	6	0.92	-1
58) Cc1cccc(NC(=O)CN2C(=S)NC(C)(C)CC2C)c1 (stereo not given)
    -5	-3	21	12	-1	4	-3	1	1
59) CCOc1cccc(/C=C/c2ccc3cccc(O)c3n2)c1O
    -7	22	-8	28	-3	28	-26	0.79	-5
60) C=CCN1C(=O)C(CC(=O)O)S/C1=N/N=C/c1ccc(N(CC)CC)cc1 (stereo not given)
    -5	-10	9	23	-1	14	-8	1.1	-2

Complete entries, quoted from the list. Values in the order: APOBEC3G inh | mIAP inh | NALP3 yeast inh | tim10-1 inh | A3A deaminase | TIM10 inh | hIAP inh | mIAP activ | beta cell repl
Profile of COc1ccc(/C=N/NC(=O)c2ccncc2)cc1CN1CCOCC1 → -6 | 8 | 18 | -11 | -1 | 3 | 6 | 0.92 | -1
Profile of O=C(CS(=O)Cc1ccccc1Cl)Nc1ccccc1Cl (stereo not given) → 16 | -2 | 22 | 22 | -2 | 13 | 5 | 1 | -2
Profile of O=C1CSC(c2ccc(Cl)cc2Cl)N1c1ccccn1 (stereo not given) → -3 | 15 | -7 | 29 | 0 | 7 | -8 | 0.85 | -1
Profile of CCC(C)NC(=O)C(Sc1ccccc1)c1ccccc1 (stereo not given) → -8 | 2 | 4 | 29 | -4 | 30 | -19 | 0.98 | -1
Profile of CCOc1cccc(/C=C/c2ccc3cccc(O)c3n2)c1O → -7 | 22 | -8 | 28 | -3 | 28 | -26 | 0.79 | -5

The list continues:
Each structure is followed by: APOBEC3G inh	mIAP inh	NALP3 yeast inh	tim10-1 inh	A3A deaminase	TIM10 inh	hIAP inh	mIAP activ	beta cell repl
61) CCCN(C(=O)CSCC(=O)Nc1ccc(OC)cc1)c1c(N)n(Cc2ccccc2)c(=O)[nH]c1=O
    -3	-1	11	-1	2	3	9	1	0
62) CCC1=Nc2ccc(Br)cc2C(c2ccccc2)N1CC(=O)OC (stereo not given)
    1	-8	5	24	-1	13	4	1.1	-2
63) CCCN1CCc2[nH]c(=S)[nH]c(=O)c2C1
    -2	1	15	-18	0	5	10	0.99	-3
64) CCOC(=O)c1ccc(OCCOc2ccccc2C)cc1
    -1	10	15	-28	-1	-17	7	0.9	-3
